Screening data deposited in PubChem BioAssay by The Scripps Research Institute Molecular Screening Center.
SRC1 TRFRET art: flags TR-FRET format artefacts in PPARgamma SRC-1 recruitment agonist screen | TR-FRET ratio at 8 µM | TR-FRET detection artefact counter-screen, emission ratio; hits give high values | 0.34% of 99,000 active | AID 1051; in the data active = TR-FRET ratio above about 2300; note: inactives centre near 1800; reference of the scale not given here
SRC3 TRFRET art: flags TR-FRET format artefacts in PPARgamma SRC-3 recruitment agonist screen | TR-FRET artefact counter-screen, PPARgamma/SRC-3 format; hits give high values | TR-FRET ratio at 8 µM | 0.39% of 99,000 active | AID 1048; in the data active = TR-FRET ratio above about 2000; note: inactives centre near 1600; reference of the scale not given here
* = called active by the depositor. Only part of the results is shown (hit frequency here may not be typical).

mol | SRC1 TRFRET art | SRC3 TRFRET art
O=C(OCC(=O)N1c2ccccc2Sc2ccccc21)c1ccc[n+]([O-])c1 | 1493 | 1743
Cc1c(C(=O)NN2CCOCC2)oc2ccccc12 | 1807 | 1625
CCN(CC)c1ccc(S(=O)(=O)N2CCOCC2)cc1NC(=O)CSc1cccc[n+]1[O-] | 1593 | 1848
COCCNC(=O)CSc1nnc(-c2ccccc2)c(-c2ccccc2)n1 | 1965 | 1349
S=C(NCC1CCCO1)N1CCN(Cc2ccccc2)CC1 (centres undefined) | 1666 | 1492
CCc1ccc(N2C(=O)CN(Cc3ccc(OC)c(OC)c3)C2=S)cc1 | 1891 | 1671
O=C1CC(c2c(F)cccc2Cl)C(n2cncn2)C(O)=C1C1NCCc2ccccc21 (centres undefined) | 1876 | 1491
COc1ccc(CCn2nnnc2C(C(C)C)N2CCC(C(N)=O)CC2)cc1OC (centres undefined) | 1758 | 1306
CCOC(=O)/C(C#N)=C1/C=C(C)c2ccccc2N1 | 1962 | 1628
Cc1ccc(NC(=O)Nc2cnc3ccccc3c2)cc1 | 1631 | 1560
Cc1ccc2cc(C)c(Sc3nnnn3-c3ccccc3)nc2c1 | 1837 | 1564
CN(C)S(=O)(=O)c1ccc(C(=O)NCCN2C(=O)S/C(=C\c3cccnc3)C2=O)cc1 | 1745 | 1596
COc1ccc(N/C=C2\CCc3ccccc3C2=O)cc1 | 1911 | 1465
CCC(c1nnc(SCC(=O)Nc2cccnc2Cl)n1-c1ccccc1)N(C)C (centres undefined) | 1675 | 1671
COCCn1nnnc1C(C(C)C)N1CCSCC1 (centres undefined) | 1783 | 1790
COc1cccc(-n2ccnc2SCC(=O)Nc2ccccc2F)c1 | 1785 | 1547
COc1ccc(C(=O)Cc2ccc3c(c2)OCO3)c(O)c1 | 1728 | 1623
OCCCc1n[nH]c(=S)n1-c1ccccc1 | 1673 | 1322
Cc1ccccc1Nc1nc(N)nc(COC(=O)CC2CC3CCC2C3)n1 (centres undefined) | 2014 | 1460
CCN(Cc1cc(=O)n2cc(Cl)c(C)c(Cl)c2n1)Cc1nc2ccccc2c(=O)[nH]1 | 2088 | 1589
COc1ccccc1C(=O)N1CCN(Cc2nc3cc([N+](=O)[O-])ccc3n2C)CC1 | 1703 | 1414
Cn1cc(Cl)c(-c2n[nH]c(=S)n2-c2ccccc2)n1 | 2497* | 2184*
CCn1ncc(NC(=S)Nc2ccc3c(c2)OCO3)c1C(N)=O | 1837 | 1694
Cc1cccc(NC(=O)CCC(=O)N/N=C/c2cc([N+](=O)[O-])ccc2O)c1 | 1851 | 1574
Cc1nnc(NC(=O)C2CCCO2)s1 (centres undefined) | 1721 | 1411
O=C(CSCc1ccc(Br)cc1)NCc1ccccn1 | 1701 | 1526
O=C(CC(=O)NN=C1CCCCCC1)NCc1cccnc1 | 1912 | 1613
O=C(CSc1ccc(-c2ccco2)nn1)NCc1ccc(Cl)cc1 | 1987 | 1758
Cc1ccc(NC(=S)NC2CCN(Cc3ccccc3)CC2)cc1C | 2150 | 1513
COC(=O)c1c(N2C(=O)[C@H]3[C@@H](C2=O)[C@]2(C(=O)Nc4ccccc42)N2CCC[C@@H]32)sc(C)c1C | 1910 | 1412
CN(C)c1nc(Cl)nc(NCCOc2ccccc2)n1 | 1737 | 1467
CCC(C)Sc1nc2c(c(=O)[nH]c(=O)n2C)n1Cc1ccc(Cl)cc1 (centres undefined) | 1828 | 1478
Cc1cccc(OC(C)C(=O)N2CCCc3ccccc32)c1 (centres undefined) | 1579 | 1547
CCOc1ccccc1NC(=S)NC1CCCCC1 | 1962 | 1561
Cc1cc(N2CCN(Cc3cn(C)nc3-c3cccc(Cl)c3)CC2)cc(C)n1 | 1658 | 1487
COc1ccc(-c2cc(C(F)F)n3ncc(C(=O)N4CCN(C(=O)c5ccco5)CC4)c3n2)cc1 | 1983 | 1698
COc1ccc(OC)c(NC(=S)NCCSc2ccc(C)cc2)c1 | 1780 | 1692
Cc1ccc(CNC(=O)c2ccc(COc3ccccc3)cc2)cc1 | 1794 | 1496
CCN1C(=O)/C(=C\N(C)C)S/C1=N\S(=O)(=O)c1ccc(C)cc1 | 1880 | 1572
NC(=O)[C@@H]1CCCN1Cc1nc(Cc2ccccc2Cl)no1 | 1763 | 1557
COc1ccc(C(=O)N(C)Cc2ccccc2)cc1Br | 1858 | 1680
COc1ccc(CCNC(=O)CSc2nc(C)cc(C)n2)cc1OC | 1988 | 1497
CCCCCc1ccc(-c2ccc(OC)cc2)nc1 | 1822 | 1566
Cc1c(C(=O)Nc2ccc(F)cc2)nnn1-c1cccc(C(F)(F)F)c1 | 1761 | 1630
O=C(Nc1ccccc1)C(O)C(O)C(=O)Nc1ccccc1 (centres undefined) | 1667 | 1548
O=C(Cn1nnc(-c2cccs2)n1)NCc1cccs1 | 1729 | 1693
CC(c1nnc(SCC(=O)Nc2cccnc2Cl)n1-c1ccccc1)N(C)C (centres undefined) | 1654 | 1573
COc1ccccc1NC(=O)COc1cc(Br)c(CNCCCN2CCOCC2)cc1OC | 1768 | 1458
O=S(=O)(Nc1ccccc1N1CCOCC1)c1ccc(Cl)s1 | 1768 | 1386
COc1ccccc1-c1nnc(NC(=O)c2ccc3ncsc3c2)o1 | 1964 | 1657
Cc1ccc2nc(SC(C)C(=O)N3CCCCC3)[nH]c2c1 (centres undefined) | 1643 | 1873
CCOC(=O)c1c(NC(=O)COc2ncnc3ccccc23)sc(C(C)=O)c1C | 2218 | 1991
COCCNC(=O)CN(c1cc(Cl)ccc1OC)S(=O)(=O)c1ccc(C)c([N+](=O)[O-])c1 | 1933 | 1550
COc1ccc(OCc2nc3ccccc3n2C(C)C)cc1 | 1705 | 1678
Cc1cc(/C=C/C(=O)O)c(C)n1-c1ccc(Cl)cc1 | 1657 | 1461
COc1ccc(-c2nnn(CC(=O)N(CC3CCCO3)C(C(=O)NC(C)(C)C)c3ccco3)n2)cc1OC (centres undefined) | 1917 | 1751
N=c1n(CC(=O)c2ccc([N+](=O)[O-])cc2)c2ccccc2n1Cc1ccccc1 | 1764 | 1697
Cc1nc2ccccn2c1C(=O)N/N=C/c1ccc(CNC(=O)C(=O)Nc2ccccc2)o1 | 1692 | 1581
S=C(NCCc1ccccc1)N1CCn2cccc2C1c1ccncc1 (centres undefined) | 1569 | 1603
CN1CCN(C=NC2=NN(c3cccc(C(F)(F)F)c3)CC2)CC1 | 1957 | 1729

Compounds above that contain a nitro group on carbon, in the order listed:
mol | SRC1 TRFRET art | SRC3 TRFRET art
COc1ccccc1C(=O)N1CCN(Cc2nc3cc([N+](=O)[O-])ccc3n2C)CC1 | 1703 | 1414
Cc1cccc(NC(=O)CCC(=O)N/N=C/c2cc([N+](=O)[O-])ccc2O)c1 | 1851 | 1574
COCCNC(=O)CN(c1cc(Cl)ccc1OC)S(=O)(=O)c1ccc(C)c([N+](=O)[O-])c1 | 1933 | 1550
N=c1n(CC(=O)c2ccc([N+](=O)[O-])cc2)c2ccccc2n1Cc1ccccc1 | 1764 | 1697

Compound profiles, as listed above.
Shown for `Cc1cc(/C=C/C(=O)O)c(C)n1-c1ccc(Cl)cc1` : SRC1 TRFRET art: 1657; SRC3 TRFRET art: 1461
Shown for `COc1ccc(C(=O)N(C)Cc2ccccc2)cc1Br` : SRC1 TRFRET art: 1858; SRC3 TRFRET art: 1680

(cont.)
mol | SRC1 TRFRET art | SRC3 TRFRET art
Cc1ccc(C2CC(=O)C(C=NCCN3CCN(C(=S)Nc4ccc(F)cc4)CC3)=C(O)C2)cc1 (centres undefined) | 1925 | 1702
O=C(CN1N=C(c2ccccc2)CCC1=O)NCCN1CCc2ccccc2C1 | 1883 | 1571
CCC(C(=O)OCn1nnc2ccccc2c1=O)c1ccccc1 (centres undefined) | 1858 | 1581
CCc1ccc(/C=C2\Oc3cc(OS(C)(=O)=O)ccc3C2=O)cc1 | 1957 | 1636
Cc1ccc(NC(=O)c2ccc(F)cc2)nc1 | 1842 | 1535
O=S(=O)(c1ccc(F)cc1)c1nc(-c2ccc(F)cc2)oc1NCCN1CCOCC1 | 1724 | 1721
CCN(CC)c1ccc(-c2nc3cnccc3n2C)cc1 | 1700 | 1316
O=C(COC(=O)Cc1ccccc1F)Nc1ccc(F)cc1F | 2060 | 1549
Cc1ccc(NC(=O)CSc2nc3ccccc3c3nc(CCn4cncc4C)nn23)c(C)c1 | 1721 | 1545
CC1CCc2cc(F)ccc2N1C(=O)CCl (centres undefined) | 1805 | 1669
CCOC(=O)Cn1nc(C)cc1NC(=O)c1cccnc1 | 1731 | 1514
Cc1ccc(OCC(=O)N(c2ccccn2)C2CCCCC2)c(C)c1 | 1805 | 1623
COC(=O)c1c([N+](=O)[O-])c(OC)c(OC)c(OC)c1[N+](=O)[O-] | 1714 | 1518
CC(=O)Nc1ccc(SCC(=O)Nc2cc(C)on2)cc1 | 1688 | 1562
Cn1cnnc1-c1cccc(NC(=O)c2cc(F)c(F)cc2Cl)c1 | 1975 | 1560
CNc1nc2[nH]c(=O)c3c(c2s1)OC(N)=C(C#N)C3c1ccccc1 (centres undefined) | 2022 | 1696
CCOC(=O)N1CCN(C(=S)NC(=O)c2c(-c3c(Cl)cccc3Cl)noc2C)CC1 | 1824 | 1685
CC1CCc2nn(CC(=O)N3CCCCCC3)cc2C1 (centres undefined) | 1638 | 1495
COc1ccc(C(=O)OCn2nnc3ccccc3c2=O)cc1 | 1769 | 1930
Cc1cccc(Oc2ccc(S(=O)(=O)N3CCCCC3)cc2N)c1 | 1771 | 1597
COc1cc(NC(=O)Cn2cnc3ccccc3c2=O)c(OC)cc1Cl | 1672 | 1448
CS(=O)(=O)c1nc(S(=O)(=O)c2ccc(Cl)cc2)c(NCc2ccccn2)s1 | 1831 | 1679
O=C(O)/C=C\C(=O)Nc1ccc(N2CCN(c3cccc(Cl)c3)CC2)cc1 | 1782 | 1801
Cc1nn(C)c(C)c1NC(=O)C12CC3CC(CC(C3)C1)C2 | 1667 | 1438
O=C(c1ccc(Cl)c([N+](=O)[O-])c1)N(c1ccccn1)c1ccccn1 | 1885 | 1530
O=C(N/N=C/c1coc2ccccc2c1=O)c1ccccc1Br | 1904 | 1640
C=CCSc1nnc2n(-c3ccccc3OC)c(=O)c3c4c(sc3n12)CCC4 | 1792 | 1469
O=C(NCc1ccccc1)NC1CCS(=O)(=O)C1 (centres undefined) | 1799 | 1586
Cc1nc(N2CCOCC2)c2cc(-c3ccccc3)sc2n1 | 1770 | 1700
CC(C)(C)NC(=O)NC(=O)COC(=O)c1ccc(OC(F)F)cc1 | 2150 | 1637
Oc1ccc(Br)cc1/C=N/N1CCCCC1 | 1567 | 1628
Cc1nn(CCCC(=O)Nc2cccnc2Cl)c(C)c1[N+](=O)[O-] | 1839 | 1445
COc1ccccc1CN1C(=O)c2cccc3cccc(c23)C1=O | 1887 | 1570
CCC1(c2ccccc2)C(=O)NCNC1=O | 1689 | 1702
Cc1ccc(S(=O)(=O)N(CC(=O)N=Nc2c(O)[nH]c3ccccc23)c2cccc(C)c2)cc1 | 1971 | 1651
CCCN1C2CCCC1CC(NC(=S)Nc1cccc(C)c1)C2 (centres undefined) | 1889 | 1570
O=C1CCCN1CCCNC(=S)Nc1ccc(Nc2ccccc2)cc1 | 2144 | 1767
O=C(O)c1ccc(NC(=S)NC2CCCCC2)cc1 | 1806 | 1606
COc1ccccc1N(C(=O)c1ccncc1)c1nc(-c2ccc([N+](=O)[O-])cc2)cs1 | 1851 | 1647
CCn1nc(C)c(CNC(=O)CC2C(=O)NCCN2Cc2ccc(C)o2)c1C (centres undefined) | 1728 | 1609
COc1ccc(CC2(C)OC(c3ccc(Cl)cc3)=NN2C(C)=O)cc1 (centres undefined) | 1635 | 1430
CCCC(=O)NC(=S)NNC(=O)c1ccc([N+](=O)[O-])cc1 | 1968 | 1630
CCOC(=O)c1c(C)c(C(=O)NCCCOC(C)C)c(C)n1C | 1617 | 1380
COc1ccccc1CN(CC(=O)NCc1ccco1)C(=O)CNS(=O)(=O)c1ccccc1 | 1917 | 1492
COc1cc([N+](=O)[O-])ccc1NC(=O)Cc1ccc(F)cc1 | 1873 | 1502
COc1ccc(CCN2C(=O)CC(Cc3ccc(C)cc3)C2=O)cc1OC (centres undefined) | 1630 | 1739
CCCn1c(=N)n(CC(=O)c2ccc([N+](=O)[O-])cc2)c2ccccc21 | 1675 | 1366
CN(C)/C=C(/C(=O)c1ccc(Cl)c(Cl)c1)S(C)(=O)=O | 1819 | 1691
O=C(CCC1CCCN(C(=O)c2cccs2)C1)N1CCN(c2ccccn2)CC1 (centres undefined) | 1988 | 1765
CC(C)CC(C(=O)Nc1ccccc1)N1C(=O)C2C3C=CC(C3)C2C1=O (centres undefined) | 1947 | 1352
CC(OC(=O)C1=NNC(=O)CC1)C(=O)Nc1ncc(Cl)cc1Cl (centres undefined) | 1713 | 1733
COC(=O)c1c(NC(NC(=O)C(C)C)C(Cl)(Cl)Cl)sc2c1CCCC2 (centres undefined) | 1801 | 1575
COC(=O)c1cc(-c2ccc(C)o2)nc2ccccc12 | 1733 | 1331
CCOC(=O)c1cc(NC(=O)Nc2ccccn2)c(C)nc1C | 1639 | 1645

An excerpt of these results, with each value named.
CCCC(=O)NC(=S)NNC(=O)c1ccc([N+](=O)[O-])cc1
  SRC1 TRFRET art: 1968 | SRC3 TRFRET art: 1630

CCOC(=O)c1c(C)c(C(=O)NCCCOC(C)C)c(C)n1C
  SRC1 TRFRET art: 1617 | SRC3 TRFRET art: 1380
